# From PubChem BioAssay
# ROC1-CUL1 inh – inhibitors of human ROC1-CUL1 ubiquitin ligase activity. P62877+Q13616. in vitro K48 di-Ub FRET, acceptor:donor ratio, 45 min. inhibition, % at 10 µM. hit rate 0.6% among 140,000. AID 1347404; in the data active means inhibition above about 25%
# Target sequence (P62877 whole entry, looked up): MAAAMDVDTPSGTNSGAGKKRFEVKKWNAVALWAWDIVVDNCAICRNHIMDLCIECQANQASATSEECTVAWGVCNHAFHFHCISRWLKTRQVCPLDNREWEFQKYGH
# Target sequence (Q13616 whole entry, looked up): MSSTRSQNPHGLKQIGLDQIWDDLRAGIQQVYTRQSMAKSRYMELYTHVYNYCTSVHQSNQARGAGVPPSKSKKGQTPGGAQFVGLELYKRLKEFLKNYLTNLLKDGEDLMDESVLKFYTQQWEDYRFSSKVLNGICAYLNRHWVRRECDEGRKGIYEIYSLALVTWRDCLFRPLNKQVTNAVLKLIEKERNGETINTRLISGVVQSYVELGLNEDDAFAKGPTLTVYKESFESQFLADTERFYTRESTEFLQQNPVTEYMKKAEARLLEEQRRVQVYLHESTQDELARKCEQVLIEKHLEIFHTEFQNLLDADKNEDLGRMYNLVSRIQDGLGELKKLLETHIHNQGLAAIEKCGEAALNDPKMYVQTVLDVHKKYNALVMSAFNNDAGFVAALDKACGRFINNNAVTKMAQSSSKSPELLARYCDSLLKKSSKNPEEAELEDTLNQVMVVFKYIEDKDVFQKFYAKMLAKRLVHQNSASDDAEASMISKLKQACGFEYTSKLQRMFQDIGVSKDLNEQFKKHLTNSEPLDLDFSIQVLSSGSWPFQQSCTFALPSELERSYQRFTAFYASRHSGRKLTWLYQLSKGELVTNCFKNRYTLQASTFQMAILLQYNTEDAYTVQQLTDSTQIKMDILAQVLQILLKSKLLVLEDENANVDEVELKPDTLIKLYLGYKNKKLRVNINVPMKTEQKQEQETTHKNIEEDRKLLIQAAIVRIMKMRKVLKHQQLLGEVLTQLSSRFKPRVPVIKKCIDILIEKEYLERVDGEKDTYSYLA
# Starred values were filed as active, the others as inactive. Only part of the results is shown. The share of hits here may be higher or lower than overall.
Cc1cc2oc(C(=O)Nc3nnc(C(C)C)s3)c(C)c2cc1C
  ROC1-CUL1 inh = -3.1
Cc1ccc2c(c1)c1c3n2CCN(C(=O)c2ccccc2Cl)C3CCC1 (configuration not stated)
  ROC1-CUL1 inh = 13.4
Cc1c(Cl)cccc1NC(=O)c1noc2c1CCCC2
  ROC1-CUL1 inh = -3.7
Cc1ccccc1CN1C(=O)C(O)(CC(=O)/C=C\c2ccccc2)c2ccccc21 (configuration not stated)
  ROC1-CUL1 inh = 4.1
CCCCN(Cc1ccccc1)S(=O)(=O)c1cc(Br)cc2c1N(C(=O)C1CC1)CC2
  ROC1-CUL1 inh = -10.6
CCc1ccc(-n2c(SCC(=O)N3C(C)CCCC3C)nnc2-c2ccncc2)cc1 (configuration not stated)
  ROC1-CUL1 inh = -9.9
Clc1ccccc1CN(Cc1ccccc1)c1ncnc2nc[nH]c12
  ROC1-CUL1 inh = -8.2
Nc1nc(SCc2ccc(Cl)cc2)ns1
  ROC1-CUL1 inh = 0.4
CCOc1cc(/C=C2/C(=N)N3N=C(c4ccc(C)cc4)SC3=NC2=O)cc(Br)c1OCc1ccccc1F
  ROC1-CUL1 inh = -5.6
C=CCOc1c(Cl)cc(CNC2CCCC2)cc1OC
  ROC1-CUL1 inh = 5.0
CC(C)(O)C#Cc1ccc(C(=O)N2CCc3[nH]nc(-c4ccco4)c3C2)o1
  ROC1-CUL1 inh = -3.2
O=C(c1cn(Cc2ccccc2F)nn1)N1CCN(Cc2ccccn2)CC1
  ROC1-CUL1 inh = 1.2
COc1ccc(Nc2ncnc3onc(-c4ccc(Cl)cc4)c23)cc1Cl
  ROC1-CUL1 inh = -11.7
Cc1nccn1CCC(=O)N1CCC(C(=O)Nc2ccc(Oc3ccccc3F)cc2)CC1
  ROC1-CUL1 inh = -1.8
CCCCCC(=O)N1c2ccccc2N=C2CC(c3ccc(OC)c(OC)c3)CC(=O)C2C1c1ccc(C(F)(F)F)cc1 (configuration not stated)
  ROC1-CUL1 inh = -7.6

# Brought forward from above: 7 entries, then new ones.
CCOc1cc(/C=C2/C(=N)N3N=C(c4ccc(C)cc4)SC3=NC2=O)cc(Br)c1OCc1ccccc1F
  ROC1-CUL1 inh = -5.6
C=CCOc1c(Cl)cc(CNC2CCCC2)cc1OC
  ROC1-CUL1 inh = 5.0
CC(C)(O)C#Cc1ccc(C(=O)N2CCc3[nH]nc(-c4ccco4)c3C2)o1
  ROC1-CUL1 inh = -3.2
O=C(c1cn(Cc2ccccc2F)nn1)N1CCN(Cc2ccccn2)CC1
  ROC1-CUL1 inh = 1.2
COc1ccc(Nc2ncnc3onc(-c4ccc(Cl)cc4)c23)cc1Cl
  ROC1-CUL1 inh = -11.7
Cc1nccn1CCC(=O)N1CCC(C(=O)Nc2ccc(Oc3ccccc3F)cc2)CC1
  ROC1-CUL1 inh = -1.8
CCCCCC(=O)N1c2ccccc2N=C2CC(c3ccc(OC)c(OC)c3)CC(=O)C2C1c1ccc(C(F)(F)F)cc1 (configuration not stated)
  ROC1-CUL1 inh = -7.6
CCCCCCCCCCOc1ccc(C2=N/C(=C\c3ccc(C)cc3)C(=O)O2)cc1
  ROC1-CUL1 inh = 2.8
COCc1noc(-c2ccc(N3CCSCC3)nc2)n1
  ROC1-CUL1 inh = 10.4
Cc1ccccc1NC(=O)C1CCN(Cc2ccccc2)CC1
  ROC1-CUL1 inh = 1.1
CCN(CC)CC(O)COc1ccc(CN2CCOCC2)cc1OC (configuration not stated)
  ROC1-CUL1 inh = -8.7
Nc1c(C(=O)Nc2ccc(Br)cc2Br)sc2nc(-c3cccs3)ccc12
  ROC1-CUL1 inh = 4.3
Cc1ccc2ccccc2c1NC(=O)CSc1ncnc2sc(C)c(C)c12
  ROC1-CUL1 inh = 6.2
CCc1ccc(-c2nc3cc(NC(=O)c4ccc(OC)c([N+](=O)[O-])c4)ccc3o2)cc1
  ROC1-CUL1 inh = -3.3
Cc1c(C)c2cc3c(c(C)c2oc1=O)OCN(CCc1ccc(F)cc1)C3
  ROC1-CUL1 inh = 2.1
CC(c1ccncn1)N(C)Cc1c(C(=O)N(C)CCc2ccccc2)nc2sccn12 (configuration not stated)
  ROC1-CUL1 inh = -3.0
Cc1cccc(-c2nnc(SCC(=O)N3CCCCC3)o2)c1
  ROC1-CUL1 inh = -3.1
